# High-throughput results deposited in PubChem BioAssay by Sanford-Burnham Center for Chemical Genomics.
# Gli-Sufu antag: Gli-Sufu pathway antagonism; Sufu-KO-LIGHT fibroblasts, Gli luciferase reporter luminescence; inhibition, % at 5 µM; actives 0.74% (n = 340,000); AID 588413;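 active means inhibition above about 55%, limit read from the data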;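 further: 0% = DMSO-treated cells and 100% = wells with medium but no cells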
# UBC13 inh: human UBC13 polyubiquitination inhibition; P61088; UBC13 polyubiquitin chain formation, TR-FRET; inhibition, % at 20 µM; actives 0.47% (n = 330,000); AID 485273; in the data active means inhibition above about 45%, passing the limit was not always enough
# Target sequence (P61088 whole entry, looked up): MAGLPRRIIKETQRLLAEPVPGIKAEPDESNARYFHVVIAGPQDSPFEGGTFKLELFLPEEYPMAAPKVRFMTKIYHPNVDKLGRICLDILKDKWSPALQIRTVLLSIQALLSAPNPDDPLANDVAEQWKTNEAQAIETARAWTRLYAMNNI
# APJ antagonist: APJ receptor antagonism | CHO-K1 APJ beta-arrestin complementation, luminescence | inhibition, % at 20 µM | AID 2521 | P35414 | actives 0.32% (n = 330,000);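 active means inhibition above about 40% at 20 µM, limit read from the data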;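 further: cells challenged with 10 nM apelin-13 agonist together with compound; plate controls were apelin-13 plus DMSO wells for no effect and DMSO wells lacking apelin-13 for full effect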
# Jurkat NFkB inh: inhibitors of the PMA/ionomycin-induced NF-kB reporter in Jurkat cells. PMA/ionomycin-induced NF-kB luciferase reporter, luminescence. inhibition, % at 4 µM. actives 0.53% (n = 330,000). AID 435003; in the data active means inhibition above about 50%
# CCR6 antagonist: blocks CCL20-driven beta-arrestin recruitment at human CCR6; P51684; CHO-K1 CCR6 PathHunter beta-arrestin, luminescence, CCL20-stimulated; inhibition, % at 20 µM; actives 0.49% (n = 340,000);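 active means compounds whose inhibition of the agonist-driven luminescence signal at 20 µM reaches about 50%, limit read from the data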;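 further: cells stimulated with CCL20 at 14 nM final; plate controls were DMSO with CCL20 for no effect and DMSO without agonist for full effect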
# Target sequence (P51684 whole entry, looked up): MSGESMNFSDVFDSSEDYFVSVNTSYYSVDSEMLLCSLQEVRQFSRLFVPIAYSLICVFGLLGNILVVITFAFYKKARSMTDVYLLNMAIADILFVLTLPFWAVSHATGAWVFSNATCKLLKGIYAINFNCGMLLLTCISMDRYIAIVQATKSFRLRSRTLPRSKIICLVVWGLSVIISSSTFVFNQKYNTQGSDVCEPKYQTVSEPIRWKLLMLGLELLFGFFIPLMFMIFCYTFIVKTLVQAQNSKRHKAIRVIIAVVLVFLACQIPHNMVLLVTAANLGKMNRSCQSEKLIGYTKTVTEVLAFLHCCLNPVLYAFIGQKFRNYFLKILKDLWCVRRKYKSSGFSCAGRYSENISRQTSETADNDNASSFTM
# EBI2 antag: blocks human EBI2 receptor beta-arrestin signaling; inhibition, % at 5 µM; EBI2 beta-arrestin recruitment, luminescence, 7a,25-OHC stimulated; actives 0.81% (n = 360,000); in the data active means inhibition above about 38%;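 further: enzyme fragment complementation signal reports receptor beta-arrestin coupling in cells; 0% = agonist plus DMSO wells and 100% = wells without agonist; some results beyond the cut were filed as inactive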
# Target sequence (P32249 whole entry, looked up, the tested form may be a part): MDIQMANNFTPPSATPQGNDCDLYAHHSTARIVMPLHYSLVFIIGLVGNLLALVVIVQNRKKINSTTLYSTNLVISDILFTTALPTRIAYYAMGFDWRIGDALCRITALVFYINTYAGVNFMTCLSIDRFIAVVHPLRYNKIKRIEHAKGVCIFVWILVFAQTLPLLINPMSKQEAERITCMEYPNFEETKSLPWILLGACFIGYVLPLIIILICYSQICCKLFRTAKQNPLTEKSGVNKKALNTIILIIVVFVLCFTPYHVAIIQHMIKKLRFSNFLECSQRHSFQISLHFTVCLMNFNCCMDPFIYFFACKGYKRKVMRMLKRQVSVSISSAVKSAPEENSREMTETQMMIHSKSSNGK
# 697 NFkB inh: lowers PMA/ionomycin-induced NF-kB signal in 697 B cells | AID 435022 | inhibition, % at 4 µM | 697 B-cell NF-kB luciferase reporter, 16 h | actives 0.33% (n = 330,000); in the data active means inhibition above about 35%
# CXCR6 inh: CXCR6 (human) receptor inhibition; inhibition, % at 20 µM; CHO-K1 PathHunter CXCR6 beta-arrestin, luminescence; actives 0.36% (n = 360,000); AID 602244; O00574; in the data active means inhibition above about 34%, passing the limit was not always enough;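 further: antagonist mode with CXCL16 agonist at 10 nM final; 0% = 10 nM CXCL16 with DMSO and 100% = unstimulated wells without agonist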
# Numbers without * were called inactive; . = not tested or not shown; & = joins results of further samples. Outcome played no part in choosing rows; 3% or so of the library scored in one or more.
SMILES,Gli-Sufu antag,UBC13 inh,APJ antagonist,Jurkat NFkB inh,CCR6 antagonist,EBI2 antag,697 NFkB inh,CXCR6 inh
CCOC(=O)C1CCCN(Cc2nc3ccc([N+](=O)[O-])cc3c(=O)n2-c2ccc(OC)cc2OC)C1 (stereo not drawn),4,8,-7,0,5,8,3,3
CN(C)S(=O)(=O)c1cc(C(=O)O)c(NC2CCCCC2)cc1Cl,-3,-15,-10,2,-16,-14,4,1
CCOc1cccc(C(=O)Nc2ccc3oc(Cc4ccc(Cl)cc4)nc3c2)c1,3,-1,-15,1,20,-1,-32,5
O=C(NCc1ccccc1)C(c1cccs1)N(C(=O)c1csnn1)C1CC1 (stereo not drawn),2,-10,-1,-8,9,5,3,-2
O=[N+]([O-])c1cc(S(=O)(=O)N2CCCC2)ccc1N/N=C1/CCCc2ccccc21,8,-57,-1,9,-6,7,17,1
COc1cc2c(cc1OC)CN(C(=O)CCN1C(=O)C3CCCCC3C1=O)CC2 (stereo not drawn),-5,2,0,-8,8,-7,3,1
CCOC(=O)Nc1ccc2c(c1)N(C(=O)OCCN(C)C)c1ccccc1CC2,-5&0,7,1,-17,-1&-2,-2&0,16,-5&-2
Nc1c(S(=O)(=O)c2cc(Cl)ccc2Cl)c2nc3ccccc3nc2n1CCN1CCOCC1,5,6,1,-12,1,6,-6,0
O=C(Cc1ccc(S(=O)(=O)N2CCOCC2)s1)OCc1ccc(Cl)cc1,-2,-2,9,6,-2,4,22,-1
COc1ccc(OCC(=O)Nc2ccc(S(=O)(=O)N3CCCCCC3)cc2)cc1,8,-3,-27,-4,27,33,-10,2

# Continued, overlapping the part above by 2 compounds.
SMILES,Gli-Sufu antag,UBC13 inh,APJ antagonist,Jurkat NFkB inh,CCR6 antagonist,EBI2 antag,697 NFkB inh,CXCR6 inh
O=C(Cc1ccc(S(=O)(=O)N2CCOCC2)s1)OCc1ccc(Cl)cc1,-2,-2,9,6,-2,4,22,-1
COc1ccc(OCC(=O)Nc2ccc(S(=O)(=O)N3CCCCCC3)cc2)cc1,8,-3,-27,-4,27,33,-10,2
CCCOC(=O)C1=C(C)NC2=C(C(=O)CCC2)C1c1cc(OC)ccc1OC (stereo not drawn),-1,3,-8,-5,2,2,16,5
CC(=NNc1ccc([N+](=O)[O-])cn1)c1ccccc1,-43,.,.,.,9,-3,.,-5
Cc1cc(C(=O)NN=Cc2ccc(OC(=O)c3ccco3)cc2)c(C)o1,-25,-8,2,-7,3,-23,-29,0
CC(C)NC(=O)c1onc(CSc2ccc(Cl)cc2)c1C(=O)NC(C)C,4,6,1,-8,11,-3,15,2
Cc1ccc(N2C(=O)SC(Cc3ccccc3)C2=O)cc1 (stereo not drawn),4,5,5,2,10,7,-10,7
NC(=O)c1ccccc1NC(=O)CCc1ccccc1,-38,-5,1,-49,4,-6,-28,3
CC(=O)C[C@@H](O)CC(=O)[C@@H]1OC(=O)CCCCC/C=C/Cc2ccccc21,35,-7,6,-16,-7,-4,-28,-7
CCN1CCN(C(c2ccc(C(F)(F)F)cc2)c2ccc3cccnc3c2O)CC1 (stereo not drawn),16,-6,9,16,18,15,-62,11
OC(COCc1ccco1)CN1CCN(c2ccccc2)CC1 (stereo not drawn),0,5,-4,16,5,-2,2,-6
Brc1cccc(CNc2nc3ccccc3n2CCN2CCCCC2)c1,21,24,-8,-10,17,12,-25,15
Cc1ccc(NC(=O)COC(=O)Cn2c(C)csc2=O)cc1C,-3,10,-6,11,-9,-5,-7,-1
COc1ccccc1NC(=O)NC1(C(=O)N2CCCCC2)CCCCC1,-4,3,17,9,6,-10,12,1
CC(=O)c1cc(C#N)c(SCc2ccncc2)nc1C,-8,5,12,0,-13,-2,9,-5
S=c1[nH]nc(-c2ccccn2)n1/N=C/c1ccc(-c2ccccc2Br)o1,-12,.,.,.,-5,-5,.,-2
Cc1cc(C(=O)CSc2nnc(N)s2)c(C)n1Cc1ccco1,-71,8,10,-125,8,-11,-168,-1
CC(=O)c1ccc(N2CC(C)(C)C2=O)cc1,-7,-8,7,-9,5,-3,-7,6
COc1ccc(CCNC(=O)CSc2nnc(-c3cccc(C)c3)o2)cc1OC,10,-2,3,0,6,-7,9,-5
O=C(CN1CCN(C(=O)c2ccco2)CC1)Nc1cccc(S(=O)(=O)N2CCCC2)c1,1,0,-12,10,8,-10,7,0
COc1cccc(-c2onc3ccc(C(C)=O)cc23)c1,-9,-4,28,-9,-12,6,-7,2
Cc1ccc(CSc2nnc(-c3ccncc3)n2N)cc1,4,4,2,1,-8,6,-5,7
COc1cc(C(=O)N2CCN(S(=O)(=O)c3ccc(C)cc3)CC2)ccc1OCC(=O)N1CCOCC1,-6,.,.,.,3,-11,.,-4
Cc1onc(C(N)=O)c1C(=O)Nc1ncc(C(F)(F)F)cc1Cl,1,-4,18,11,9,-3,11,1
O=[N+]([O-])c1cccc(C=Nc2cc3c(cc2Br)OCCO3)c1,-10,.,.,.,9,3,.,-10
O=C(NCc1ccncc1)/C(=N/O)c1ccccc1,-4,-5,-13,-2,2,-9,-18,-3
Cc1c(N(C)C(=O)c2ccc3c(c2)OCO3)c(=O)n(-c2ccccc2)n1C,4,8,-10,23,4,-4,17,0
C=CCn1c(Cc2cccs2)nnc1SCC(=O)Nc1ccc(C(=O)OCC)cc1,5,9,13,-5,-11,5,28,-1
O=C(c1ccccc1)c1cc2ccccc2oc1=O,-2,-6,6,-2,-1,-1,-7,1
COc1ccc(-c2nc(CS(=O)CC(=O)N3CCN(C)CC3)c(C)o2)cc1 (stereo not drawn),-6,-4,8,10,9,-15,-11,-7
COc1cccc(NC(=O)C2CCCN(c3ncnc4c3nc3n4CCCCC3)C2)c1 (stereo not drawn),-10,5,0,10,11,1,-7,1
COC(C/C=C\C(=O)[C@H](C)OCc1ccccc1)OC,11,-2,-2,13,1,8,9,7
Cc1cccc(CSc2nc(N)c(C#N)c(-c3cccs3)c2C#N)c1,10,31,-16,10,36,30,-15,-1
O=C(Nc1ccccc1)c1nnn(Cc2ccccc2)c1NC(=O)C(F)(F)F,-6,2,9,-14,-2,6,-1,2
COc1ccc(C(=O)COC(=O)[C@H](C)Nc2ccc(C(F)(F)F)cc2[N+](=O)[O-])cc1,-3,2,7,5,-10,4,5,0
Cc1ccc(NC(=S)NCCN(C2CCCCC2)C2CCCC2)cc1,13,10,2,5,13,-5,-10,4
CCn1c(SCC(=O)Nc2ccc(C(C)=O)cc2)nnc1C1CC1,-11,-8,-2,-6,-11,-6,16,4
O=C(NCc1ccncc1)c1ccc(OCc2ccccc2)cc1,-20,.,.,.,-4,8,.,-4
Cc1c(Cl)c([N+](=O)[O-])nn1CCCC(=O)Nc1sc2c(c1C#N)CCC2,8,8,13,19,6,9,9,-8
CC(C)C[C@H]1CNC(=O)C(=O)N1CC1CCN(CCC(C)(C)C)CC1,-2,.,.,.,-5,-6,.,2
COc1ccc(CN2CCN(c3nc4ccccc4s3)CC2)cc1,-12,5,13,-14,6,-6,-13,5
CC1(c2nnc(-c3cccc(Cl)c3)o2)CC(c2ccccc2)=NO1 (stereo not drawn),-11,10,-1,-17,5,-22,23,0
Cc1ccc(C)c(OCC(O)CN2CCc3ccccc3C2)c1C (stereo not drawn),3,8,-5,0,6,25,11,-15
Cc1onc(-c2c(F)cccc2Cl)c1C(=O)NC(=S)Nc1c(C)n(C)n(-c2ccccc2)c1=O,2,2,12,2,35,1,14,21
COC(=O)c1ccc(/C=C/C(=O)c2ccc(OC)c(OC)c2)cc1,1,-3,6,-3,15,5,13,16
CC1CCN(c2cc(C#N)c(C#N)cc2[N+](=O)[O-])CC1,14,-36,-16,-2,9,11,-28,-3
CCC1(c2ccccc2)NC(=O)N(CC(=O)Nc2ccccc2C(=O)NC2CC2)C1=O (stereo not drawn),-2,2,1,5,-8,4,7,5
C=CCNC(=S)Nc1cc(S(=O)(=O)N2CCOCC2)ccc1-n1cncn1,-2,1,9,11,26,-2,-8,13
Cn1c(=O)c2c(ncn2CCOc2ccc(Br)cc2)n(C)c1=O,3,3,7,6,-5,4,-32,-7
S=C(NCc1ccccn1)NN=Cc1ccccn1,74*,.,.,.,61*,-18,.,34
CCOC(=O)c1ccc2ncc(C(=O)OCC)c(Nc3ccc(N4CCOCC4)cc3)c2c1,19,-7,3,29,12,19,-18,3
CC(C)NS(=O)(=O)c1ccc(OCC(=O)Nc2ccc(F)cc2)cc1,-4,-4,-15,-32,7,6,-20,1
# The results go on.
SMILES,Gli-Sufu antag,UBC13 inh,APJ antagonist,Jurkat NFkB inh,CCR6 antagonist,EBI2 antag,697 NFkB inh,CXCR6 inh
COc1ccc(-c2[nH]ncc2C2N=C(N)Nc3nc4ccccc4n32)cc1 (stereo not drawn),5,0,3,0,9,-10,12,0
C[C@@H]1CN([C@@H](C)CO)C(=O)c2cc(NS(=O)(=O)c3cccs3)ccc2O[C@H]1CN(C)Cc1ccc(C(F)(F)F)cc1,14,9,-2,-9,1,0,1,-7
CC(=O)Nc1ccc(NC(=O)c2c(-c3ccccc3Cl)noc2C)cc1,-12,5,17,-5,5,5,6,1
CCOc1ccc(NC(=O)CN(C)C(=O)c2ccc(COc3ccccc3)o2)cc1OCC,-2,-2,-18,1,6,11,-3,6
On1c(-c2ccccc2)nc2ccc(Cl)cc21,-9,11,-47,-60,-13,-16,-37,-10
CCn1cc(CNC(=O)c2ccc(C)s2)cn1,-1,6,1,5,14,-2,6,1
Cc1ccc(C(=O)NNC(=O)c2ccc(S(=O)(=O)N3CCCCC3)cc2)cc1,-24,-5,2,5,-2,4,9,1
CCCN(CC(=O)Nc1ccccc1OC)C(=O)CCC(=O)c1ccc(Cl)s1,-1,10,1,5,-1,6,-7,-1
Cc1cccc(CN2CCC(Oc3ccc(C(=O)N4CCCC4)cc3)CC2)n1,8,2,19,-1,18,-9,5,0
O=C(Nn1cnc2ccccc2c1=O)c1ccc([N+](=O)[O-])cc1,-4,4,-7,8,-6,2,19,9

# Some entries already given, reduced to APJ antagonist, 697 NFkB inh and UBC13 inh:
smiles	APJ antagonist	697 NFkB inh	UBC13 inh
CCn1cc(CNC(=O)c2ccc(C)s2)cn1	1	6	6
C[C@@H]1CN([C@@H](C)CO)C(=O)c2cc(NS(=O)(=O)c3cccs3)ccc2O[C@H]1CN(C)Cc1ccc(C(F)(F)F)cc1	-2	1	9
CCCN(CC(=O)Nc1ccccc1OC)C(=O)CCC(=O)c1ccc(Cl)s1	1	-7	10
On1c(-c2ccccc2)nc2ccc(Cl)cc21	-47	-37	11

# (continued)
SMILES,Gli-Sufu antag,UBC13 inh,APJ antagonist,Jurkat NFkB inh,CCR6 antagonist,EBI2 antag,697 NFkB inh,CXCR6 inh
COc1cc(C(O)c2nc3ccccc3n2C)cc(OC)c1OC (stereo not drawn),-17,5,14,8,-4,-9,-7,-2
O=C(c1ccc(F)cc1F)N1CCN(c2ccccn2)CC1,14,5,-18,-9,6,-3,10,-7
COc1ccc(OCCC(=O)N2CCCCC2)cc1,-30,3,3,-16,6,-2,7,0
Cn1cccc1Cc1nnc(SCC(=O)N2CCc3ccccc32)n1-c1ccc(F)cc1,5,3,12,-8,2,0,8,-2
FC(F)(F)c1cccc(CNC2c3ccccc3-c3ccccc32)c1,9,8,8,-9,10,-13,-16,-20
CCc1nc(SCc2ccccn2)[nH]c(=O)c1C,-9,-9,-16,15,-1,-9,-1,0
COC(=O)c1c(-c2ccc(F)cc2)csc1NC(=O)C1CCCO1 (stereo not drawn),-17,-8,4,-22,6,5,-75,7
CC(OC(=O)CCC(=O)c1ccc(Cl)s1)C(=O)NC1(C#N)CCCCC1 (stereo not drawn),94*,5,-1,-12,11,1,-2,-3
O=C1CN(C(=O)CNCc2cccc(Cl)c2)c2ccccc2N1,4,15,2,5,2,7,18,-18
O=C(c1ccccc1F)N1CCN(c2ccc([N+](=O)[O-])c(NCC3CCCO3)c2)CC1 (stereo not drawn),5,-45,17,5,-8,-7,1,15
CNS(=O)(=O)c1cc(NC(=O)c2cncn2-c2ccccc2)ccc1C,-6,4,-14,2,-5,-9,-6,0
Cc1cccc(C)c1NC(=S)NNc1ncc(C(F)(F)F)cc1Cl,0,-13,29,-12,29,-1,-13,16
O=C(COC(=O)c1ccccc1O)Nc1ncc(Cl)cc1Cl,8,-7,8,4,-2,-6,8,5
O=c1[nH]c2cc3c(cc2cc1C(c1nnnn1CC1CCCO1)N1CCCCCC1)OCCO3 (stereo not drawn),-4,-5,-13,-2,5,8,-10,-7
